High-throughput results from PubChem.
PRMT1 FP inh: PRMT1 (human) inhibition, primary screen. 1.3% of 370,000 active. AID 652257. Q99873. recombinant PRMT1, activity-based probe fluorescence polarization. inhibition, % at 2.79 µM;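 active = inhibition above about 21% made by adding two undisclosed values, limit read from the data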
KLK7 zymogen act: activates the human kallikrein-7 zymogen; purified proKLK7, EDANS-DABCYL substrate fluorescence; 100% is mature enzyme control, 0% vehicle; activation, % at 7 µM; 0.9% of 370,000 active; AID 652039;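 active = activation above the mean of all tested compounds plus 3 SD, computed per campaign excluding outliers beyond control limits, cut at about 13% in these data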
Target sequence (P49862 whole entry, looked up): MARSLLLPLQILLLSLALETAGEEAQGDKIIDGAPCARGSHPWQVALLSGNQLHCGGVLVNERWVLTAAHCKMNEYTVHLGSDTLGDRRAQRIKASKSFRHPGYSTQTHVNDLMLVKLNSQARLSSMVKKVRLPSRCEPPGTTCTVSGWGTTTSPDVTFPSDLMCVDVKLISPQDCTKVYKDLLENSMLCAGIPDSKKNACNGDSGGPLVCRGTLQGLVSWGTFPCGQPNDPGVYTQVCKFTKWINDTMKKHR
UHRF1 MBD2 ctr: human UHRF1 methylated DNA binding inhibitors; AID 687016; UHRF1 binding to methylated oligo, TR-FRET; inhibition, % at 4.4 µM; Q96T88; 0.75% of 370,000 active; in the data active = inhibition above about 21%;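 also: UHRF1 SRA domain binding a hemimethylated CpG hairpin DNA probe; 0% = median of test compound wells and 100% = reference inhibitor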
Tn7 DDE FP: disrupts Tn7 cyclic peptide binding to fibrin D-Dimer-E complex | FP displacement of FITC-Tn7 peptide from fibrin DD(E); 0% = median of compound wells per plate | inhibition, % at 8.3 µM | 0.13% of 370,000 active | AID 720508;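 active = inhibition above the mean of compounds falling within the control limits plus 3 SD of them, cut at about 14% in these data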;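 also: 0% = plate median of compound wells and 100% = 10 µM Aha-Tn7 peptide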
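Also added: labelled Tn7 tracer, 0.1 µM; Assay system: human fibrin DD(E) protein; Amount: 2 µM fibrin DD(E); Schedule: 10 min compound pre-incubation, 3 h probe incubation at room temperature; Repeats: one replicate per compound; Read-out basis: percent inhibition; Measured by: fluorescence polarization of the labelled Tn7 tracer.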
SIAE inh: human SIAE inhibition, primary screen; 0.69% of 370,000 active; SIAE FP-Rh probe binding, fluorescence polarization; inhibition, % at 9.66 µM; Q9HAT2;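 active = inhibition above a cutoff: mean of compounds within the control limits plus 3 SD of those, cut at about 17% in these data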;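 also: 0% = plate median of compound wells and 100% = probe without SIAE protein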
MBD2 DNA inh: blocks human MBD2 binding to methylated DNA; inhibition, % at 4.4 µM; TR-FRET, MBD2 binding to methylated oligonucleotide; 0.31% of 370,000 active; in the data active = inhibition above about 13%
Target sequence (Q9UBB5 whole entry, looked up): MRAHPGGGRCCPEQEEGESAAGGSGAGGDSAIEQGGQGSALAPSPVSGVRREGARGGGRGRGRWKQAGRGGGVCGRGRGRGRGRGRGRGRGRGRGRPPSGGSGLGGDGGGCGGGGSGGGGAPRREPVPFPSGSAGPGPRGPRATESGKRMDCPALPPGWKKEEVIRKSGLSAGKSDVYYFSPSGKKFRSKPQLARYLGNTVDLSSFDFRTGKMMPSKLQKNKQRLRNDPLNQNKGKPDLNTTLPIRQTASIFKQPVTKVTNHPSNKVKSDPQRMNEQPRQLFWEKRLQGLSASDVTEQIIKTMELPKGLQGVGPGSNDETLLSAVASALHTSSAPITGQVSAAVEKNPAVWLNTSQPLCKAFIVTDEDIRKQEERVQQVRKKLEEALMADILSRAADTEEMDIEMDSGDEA
TDP2 absorb: TDP2 (human) inhibition, absorbance primary screen | recombinant TDP2, T5PNP hydrolysis, p-nitrophenol absorbance 415 nm | inhibition, % at 12.8 µM | O95551 | 0.34% of 370,000 active;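 active = inhibition above the mean of all tested compounds plus 3 SD, set per campaign, cut at about 25% in these data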;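 also: 0% = DMSO with enzyme and 100% = buffer with substrate but no TDP2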
Target sequence (O95551 whole entry, looked up): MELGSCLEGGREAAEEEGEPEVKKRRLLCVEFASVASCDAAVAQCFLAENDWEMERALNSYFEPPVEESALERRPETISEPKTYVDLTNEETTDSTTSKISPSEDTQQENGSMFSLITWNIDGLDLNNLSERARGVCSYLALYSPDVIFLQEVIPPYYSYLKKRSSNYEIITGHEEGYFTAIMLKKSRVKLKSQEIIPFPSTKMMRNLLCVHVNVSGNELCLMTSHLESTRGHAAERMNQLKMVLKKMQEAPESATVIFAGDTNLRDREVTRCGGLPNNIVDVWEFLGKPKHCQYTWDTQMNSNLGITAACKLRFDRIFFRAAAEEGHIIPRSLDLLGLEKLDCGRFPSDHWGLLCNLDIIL
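System: recombinant human TDP2 / Amount: 120 nM TDP2 per well / Also added: 5 mM T5PNP chromogenic substrate / Doses: 12.8 µM single point, 1% DMSO / Incubation: 2 h at 37 °C / Detection: p-Nitrophenol epi absorbance / Evaluation: % inhibition relative to enzyme-containing and enzyme-free wells / Repeats: singlicate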
TCR CD3 inh: inhibitors of human TCR-CD3 interaction | inhibition, % at 9.4 µM | TAMRA-labeled TCR probe fluorescence, biochemical | 0.37% of 360,000 active; in the data active = inhibition above about 19%;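 also: recombinant mutant TCR 2C K166C tagged with TAMRA read by polarization; 0% = receptor in buffer alone and 100% = receptor with positive control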
LEDGF integ inh: blocks HIV-1 LEDGF/p75-dependent DNA integration; TR-FRET IN-LEDGF/p75 DNA integration, Eu/Cy5; inhibition, % at 3.7 µM; 0.64% of 370,000 active; AID 743269;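 active = inhibition above the screen-wide mean plus 3 SD, cut at about 13% in these data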;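 also: signal is the Cy5 over europium emission ratio at 671 and 618 nm; 0% = plate median of compound wells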
Tn6 DDE FP: DD(E)-Tn6 binding inhibition, primary FP screen; Fibrin DD(E) TRITC-Tn6 fluorescence polarization displacement; inhibition, % at 8.3 µM; P02675; 0.21% of 370,000 active;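 active = inhibition above a per-campaign cutoff: mean of compounds within control limits plus 3 SD, cut at about 15% in these data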;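 also: 0% = median of all compound wells on the plate and 100% = blocking peptide control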
Active calls of the source: *.

SMILES	PRMT1 FP inh	KLK7 zymogen act	UHRF1 MBD2 ctr	Tn7 DDE FP	SIAE inh	MBD2 DNA inh	TDP2 absorb	TCR CD3 inh	LEDGF integ inh	Tn6 DDE FP
CN(CC(=O)O)c1ccc(S(=O)(=O)N2CCOCC2)cc1[N+](=O)[O-]	-1.6	0.2	-2.2	6.7	4.4	0.6	-0.4	-1.7	-2.7	8.7
CC(NC(=O)Nc1cccnc1)(C(F)(F)F)C(F)(F)F	0.8	0.0	3.8	2.9	-1.6	1.8	2.5	0.2	2.1	-2.0
O=C1CCCN1CCCNc1ncnc2sccc12	-1.7	-0.1	0.4	-10.2	-4.4	-0.5	-7.4	4.4	4.5	4.5
CC(C)C(=O)Nc1nnc(CCN2CCOCC2)s1	1.3	-0.2	1.5	9.1	6.8	1.0	5.5	7.8	-2.0	8.8
Cc1cc(NC(=O)c2ccc3c(c2)C(=O)N(C)C3=O)no1	0.2	0.1	-0.4	-1.7	-2.6	-4.2	6.2	0.0	-0.7	-5.4
CN(C(=O)c1ccc(Cl)cc1)c1ccc(OCC(=O)Nc2cc(C(=O)O)ccc2Cl)cc1	-5.8	-0.1	0.7	-4.4	6.6	-2.6	-11.6	-1.7	5.6	-5.9
CCC(C)NC(=O)C(Cc1ccccc1)NS(=O)(=O)c1ccc2c(c1)oc(=O)n2C (centres undefined)	-0.4	0.3	1.0	1.1	2.0	2.0	9.1	6.9	-2.6	-4.8
CC(=O)N(C)c1ccc(NC(=S)Nc2ccc(C(C)C)cc2)cc1	0.1	0.7	-2.5	4.7	3.8	-6.9	2.4	3.0	-4.5	9.1
C/C(=N\NC(=O)c1ccco1)c1cc(Cl)sc1Cl	0.4	-0.5	2.0	-1.6	-0.3	4.9	6.1	4.0	-0.1	-7.7
CN1CCc2nc(NC(=O)c3cccc(S(=O)(=O)N4CCc5ccccc54)c3)sc2C1	-1.5	0.2	-0.4	7.8	-6.8	3.4	-1.1	2.9	1.3	1.3
CC1CC(C)CN(c2nc3c(c(=O)[nH]c(=O)n3C)n2CCCSc2nc3ccccc3s2)C1 (centres undefined)	1.1	-0.8	-0.3	0.2	6.9	3.9	-16.0	5.2	0.1	2.4
O=C(NCCc1c[nH]c2ccccc12)C(=O)NCC(c1ccco1)N1CCN(c2ccccc2)CC1 (centres undefined)	-0.7	0.2	-3.1	-5.1	8.0	-1.1	6.5	2.6	-0.8	-2.1
CC(=O)Nc1ccccc1C(=O)N1CCN(c2cccc(C)c2C)CC1	-1.0	0.5	-1.2	2.1	2.5	-5.3	5.6	-7.5	-3.7	-9.9
CC(=O)Nc1cccc(NC(=O)c2ccc(S(=O)(=O)NCc3ccco3)cc2)c1	0.6	0.6	-2.3	4.4	2.2	-6.7	-7.0	2.6	-1.7	-0.5
CC(=O)Nc1cnc(-c2cccc(C(=O)N3CCOCC3)c2)cn1	3.3	0.5	0.9	-5.2	0.8	2.9	-2.1	-0.1	-3.8	5.1
CN1/C(=C/c2cccc[n+]2C)Sc2ccccc21	-1.3	-0.4	-97.6	-3.0	2.9	-11.3	-2.7	4.6	-1.3	0.6
CCCCCCc1nc2ccccc2c(=O)n1N	0.7	0.7	2.9	-3.3	3.8	2.5	1.4	4.0	-1.9	4.4
Cc1csc(CNc2ncnc3ccc(-c4ccoc4)cc23)c1	1.0	-0.4	3.5	-2.8	-33.9	-6.8	-16.7	-7.2	3.4	-2.5
CC(C)(Oc1ccc(Cl)cc1)C(=O)NCC(c1ccco1)N1CCCCC1 (centres undefined)	-4.2	0.3	1.4	-2.8	-2.5	-0.1	-10.0	-5.1	1.2	-1.4
O=C(CSc1nc2cc(Cl)ccc2o1)NCCc1ccccc1	3.3	0.6	6.8	1.1	-4.8	3.4	-0.1	-3.8	3.1	-9.0
CC1CCCCN1C(=O)c1cc2ccccc2cc1O (centres undefined)	-4.6	-20.2	1.4	0.2	4.3	-4.6	-16.8	6.8	1.9	4.8
NNC(=O)c1cnn(-c2ccccc2)c1-n1cccc1	-3.4	0.3	-5.8	-5.2	3.9	-7.3	1.2	6.0	3.4	9.9
CCOc1ccc(OCC(=O)Nc2ccccc2C(F)(F)F)cc1	2.4	0.0	1.2	1.7	-9.9	-0.3	0.2	-3.3	-4.3	-6.0
Cc1cc(C)nc(SCC(=O)Nc2sc3c(c2C#N)CCC(C)C3)n1 (centres undefined)	-0.7	-0.2	12.3	-4.6	3.8	3.4	-0.2	0.9	2.8	-3.5
COc1ccc(NC(=O)C[C@H]2C(=O)N(c3ccccc3)C[C@@H]2Cc2ccccc2)cc1	-0.8	0.4	-1.0	-4.0	-1.2	-6.3	1.1	-2.9	-4.3	4.0
CCOC(=O)C1=CC[C@H]2c3c(c4ccccc4n3C)C(=O)C1N2C	1.8	1.0	-2.8	-1.4	-4.3	3.8	3.6	3.1	-1.4	0.5
O=C(CNc1ccccc1)NN=C1CCCC1	-4.9	-0.1	0.8	2.5	-11.9	-0.2	-12.7	-1.8	-0.2	-1.8
CC1CCCCC1NC(=O)CO/N=C/c1ccc(OC(F)F)cc1 (centres undefined)	1.5	-0.1	1.0	3.4	-3.8	3.9	0.0	-2.5	-3.2	-3.6
CCOC(=O)c1cccc(NC(=O)C(NS(=O)(=O)c2ccc3c(c2)CCN3C(C)=O)C(C)C)c1 (centres undefined)	0.9	-0.3	-0.6	0.5	-0.2	-5.1	3.2	-2.0	-0.4	-1.7
COCc1nnc(NC(=O)CCCOc2ccccc2)s1	0.4	-0.5	-1.8	-0.6	-0.8	-2.0	0.4	2.3	-0.1	-3.0
O=[N+]([O-])c1ccc(-c2cnc(SC(c3ccccc3)c3ccccc3)[nH]2)cc1	1.3	-0.9	45.0*	0.9	-27.1	3.2	4.6	2.2	2.4	-0.5
CC[C@@]1(C(=O)OC)N[C@H](CN(C)C(=O)Nc2ccc(C(F)(F)F)cc2)[C@@H]2C(=O)N(C)C(=O)[C@@H]21	1.6	-0.7	21.7*	-4.1	4.5	5.6	-0.5	4.7	-4.2	2.8
COc1cccc(/C=C2/NC(=O)NC2=O)c1OCC(=O)Nc1ccccc1	0.5	-0.8	-2.4	-3.8	-6.0	-1.7	2.8	-0.5	0.3	-1.3
O=C(Nc1ccccc1N1CCN(C(=O)c2ccccc2)CC1)c1ccco1	0.3	0.1	-1.8	-8.5	6.5	-2.3	8.4	-0.1	1.3	3.4
C=CCOC(=O)C1=C[C@H](c2csc3ccccc23)C[C@H](OCc2ccc(CO)cc2)O1	-2.6	-0.5	0.4	-7.5	-8.0	-0.3	5.9	-5.7	0.0	1.7
Cn1c2ccccc2c2cc(/C=N/NC(=O)c3cc(O)ccc3O)ccc21	18.6	0.0	11.3	5.4	49.8*	5.8	11.3	42.8*	41.9*	-16.2
Cc1ccc(CNC(=O)CN2CCCC(C)C2)cc1 (centres undefined)	-2.2	0.1	-2.9	1.0	3.5	3.8	9.9	7.8	2.4	-1.4
Cc1ccccc1N1Cc2ccccc2C1=O	-0.4	-0.3	3.2	1.4	-2.1	0.5	3.5	4.8	-2.5	0.3
Cc1cccc(C)c1NC(=O)C(c1ccncc1)n1c(=O)c(-c2ccco2)nc2ccccc21 (centres undefined)	12.7	5.8	-3.4	4.1	2.9	1.7	5.1	-8.8	0.6	-2.5
Cn1c(=O)[nH]c(=O)c2c1nc(N1CCOCC1)n2CCSc1nnnn1-c1ccccc1	-1.9	-0.7	0.0	-4.4	-3.1	-0.5	1.6	5.3	3.0	1.9
COc1ccc(NC(=O)CCCN2C(=O)/C(=C\c3ccco3)SC2=S)cc1	7.3	-0.1	-3.9	-2.8	-1.0	-0.7	0.2	-9.7	2.4	-0.5
CC(/C=N/N1CCN(Cc2ccccc2)CC1)=C\c1ccccc1	1.1	0.1	-0.6	11.5	10.7	-6.7	-13.2	-7.4	2.4	3.4
CC1CN(C(=O)c2ccc(Oc3ccccc3)cc2)CC(C)O1 (centres undefined)	5.1	-0.1	3.9	5.5	2.5	3.3	-0.8	-3.8	-0.7	6.5
Cc1ccccc1NC(=O)CSc1[nH]c(=O)cc(C)c1C#N	7.3	0.6	1.6	2.4	10.7	-4.6	6.5	-6.2	1.3	-2.5
Cc1cc(C(=O)Nc2ccc(Cl)cc2)on1	-0.9	-0.3	0.0	2.9	1.5	1.2	4.6	-7.2	1.6	-0.3
COc1ccccc1NC(=O)N1CCCC1C(=O)NCc1ccccc1 (centres undefined)	-2.6	0.3	0.1	-6.5	3.4	2.0	2.7	3.1	1.6	0.1
CCOC(=O)c1ccccc1NC(=O)COC(=O)CN1C(=O)C2CC=CCC2C1=O (centres undefined)	-1.0	0.9	-2.6	8.8	5.2	-5.4	6.9	2.7	1.8	-5.3
Cc1cc2c(cc1C)N(C(=O)CN1C(=O)c3ccccc3C1=O)C(C)(C)c1ssc(=S)c1-2	5.7	0.3	6.7	-0.9	-1.9	6.0	-3.9	0.7	-4.1	-3.1
NC(=S)N/N=C1\CCOc2ccc(Cl)cc21	5.3	-0.3	-1.4	3.9	18.5*	-5.7	-2.3	-5.7	4.4	4.4
O=C(OCCc1cc2ccccc2c(=O)o1)c1ccco1	-2.4	0.2	-2.3	-1.3	0.5	1.2	-0.5	-1.6	1.5	3.0
COc1ccc(OC[C@@H](O)CNC(=O)c2cccc3c2C(=O)c2ccc(Cl)cc2S3(=O)=O)cc1	4.2	0.7	-0.3	3.0	1.2	6.4	3.0	-4.6	0.3	-3.2
COc1ccc(OC)c(N(CC(=O)NCCSCc2ccc(C)cc2)S(C)(=O)=O)c1	-2.6	0.5	-2.0	-5.9	2.2	1.5	4.5	4.8	-1.6	-3.2
CN1CCN(CC(=O)N2c3ccccc3C(C)(c3ccc(Cl)cc3)CC2(C)C)CC1 (centres undefined)	-3.6	0.0	-0.9	5.2	-2.2	-1.7	-5.9	1.8	-5.7	7.7
O=C1C2C3c4ccccc4C(c4ccccc43)C2C(=O)N1/N=C/c1cccc(O)c1 (centres undefined)	-0.6	0.4	0.0	-4.8	-7.2	0.4	3.4	11.1	-1.7	-0.1

Marked active in LEDGF integ inh, of those listed so far:
SMILES	PRMT1 FP inh	KLK7 zymogen act	UHRF1 MBD2 ctr	Tn7 DDE FP	SIAE inh	MBD2 DNA inh	TDP2 absorb	TCR CD3 inh	LEDGF integ inh	Tn6 DDE FP
Cn1c2ccccc2c2cc(/C=N/NC(=O)c3cc(O)ccc3O)ccc21	18.6	0.0	11.3	5.4	49.8*	5.8	11.3	42.8*	41.9*	-16.2

In the list so far, these contain a COOH group.
SMILES	PRMT1 FP inh	KLK7 zymogen act	UHRF1 MBD2 ctr	Tn7 DDE FP	SIAE inh	MBD2 DNA inh	TDP2 absorb	TCR CD3 inh	LEDGF integ inh	Tn6 DDE FP
CN(CC(=O)O)c1ccc(S(=O)(=O)N2CCOCC2)cc1[N+](=O)[O-]	-1.6	0.2	-2.2	6.7	4.4	0.6	-0.4	-1.7	-2.7	8.7
CN(C(=O)c1ccc(Cl)cc1)c1ccc(OCC(=O)Nc2cc(C(=O)O)ccc2Cl)cc1	-5.8	-0.1	0.7	-4.4	6.6	-2.6	-11.6	-1.7	5.6	-5.9
